CHRM1 PAM = potentiates human M1 receptor response to acetylcholine | P11229 | CHO-K1 hM1, Fluo-8 calcium fluorescence, ACh EC20; 0% = ACh EC20, 100% = maximal ACh | activation, % at 3 µM | hit rate 0.088% among 360,000 | AID 588819; in the data active = activation above about 19%, passing the limit was not always enough
Target sequence (P11229 whole entry, looked up): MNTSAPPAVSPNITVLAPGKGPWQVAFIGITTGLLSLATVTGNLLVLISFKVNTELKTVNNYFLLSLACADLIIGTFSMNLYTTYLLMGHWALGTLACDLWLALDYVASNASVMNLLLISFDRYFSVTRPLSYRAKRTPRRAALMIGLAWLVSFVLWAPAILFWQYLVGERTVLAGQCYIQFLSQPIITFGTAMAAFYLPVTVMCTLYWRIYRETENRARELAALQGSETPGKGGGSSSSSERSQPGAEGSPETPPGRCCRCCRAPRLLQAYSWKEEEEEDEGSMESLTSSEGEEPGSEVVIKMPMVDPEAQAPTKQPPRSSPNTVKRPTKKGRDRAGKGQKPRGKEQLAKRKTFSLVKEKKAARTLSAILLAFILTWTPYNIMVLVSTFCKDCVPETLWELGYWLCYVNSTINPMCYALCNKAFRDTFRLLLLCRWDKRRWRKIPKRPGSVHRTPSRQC
M5 ag = CHRM5 agonism in calcium assay; P08912; CHO-K1 hM5 cells, Fluo-8 calcium fluorescence; 0% DMSO wells, 100% maximal acetylcholine response; activation, % at 3 µM; hit rate 0.19% among 360,000;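 active = activation above the run's mean over test compounds plus 3 SD, cut at about 23% in these data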;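 note: signal is peak over basal fluorescence ratio across the kinetic read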
Target sequence (P08912 whole entry, looked up): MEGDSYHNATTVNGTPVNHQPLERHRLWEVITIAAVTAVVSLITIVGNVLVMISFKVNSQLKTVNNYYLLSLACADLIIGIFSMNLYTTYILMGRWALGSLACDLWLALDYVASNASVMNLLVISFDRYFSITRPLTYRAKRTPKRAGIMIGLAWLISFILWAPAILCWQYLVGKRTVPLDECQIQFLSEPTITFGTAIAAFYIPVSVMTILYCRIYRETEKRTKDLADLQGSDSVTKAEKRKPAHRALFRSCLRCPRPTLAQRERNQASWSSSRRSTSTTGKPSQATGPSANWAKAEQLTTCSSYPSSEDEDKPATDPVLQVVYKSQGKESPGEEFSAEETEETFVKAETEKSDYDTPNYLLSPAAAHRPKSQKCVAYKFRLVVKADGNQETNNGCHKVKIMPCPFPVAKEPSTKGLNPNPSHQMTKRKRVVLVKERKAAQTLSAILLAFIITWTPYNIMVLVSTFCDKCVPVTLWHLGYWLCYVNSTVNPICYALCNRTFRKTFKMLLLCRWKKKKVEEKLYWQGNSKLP
CHRM1 agonist = human M1 muscarinic receptor agonism; P11229; CHO-K1 hM1, Fluo-8 calcium fluorescence, agonist mode; 0% DMSO, 100% acetylcholine EC100; activation, % at 3 µM; hit rate 0.33% among 360,000; AID 588814;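 active = activation above the run's mean compound activation plus 3 SD, cut at about 16% in these data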;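 note: peak over basal fluorescence ratio within a 140 s kinetic read after compound addition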
M1 antag = blocks human M1 muscarinic receptor; hit rate 1.3% among 360,000; CHO-K1 hM1, Fluo-8 calcium fluorescence, ACh EC80 antagonist; AID 588852; inhibition, % at 3 µM; P11229;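 active = percent inhibition above its own plate's cutoff, namely the mean of that plate's compound wells plus 3 SD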;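 note: peak over basal fluorescence ratio during 140 s after agonist addition; 0% = ACh EC80 plus DMSO and 100% = DMSO alone without agonist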
CHRM4 antagonist = CHRM4 antagonism in calcium assay. inhibition, % at 3 µM. AID 624125. CHO-hM4 cells, ACh EC80, Fluo-8 calcium fluorescence. hit rate 0.73% among 360,000. P08173;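 active = inhibition above its plate's cutoff, the mean inhibition of sample wells plus 3 SD, cut at about 27% in these data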;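 note: 0% = acetylcholine EC80 with DMSO and 100% = DMSO without agonist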
M5 antag = blocks acetylcholine activation of human M5 receptor | hit rate 0.59% among 360,000 | inhibition, % at 3 µM | AID 624040 | P08912 | CHO-hM5 cells, Fluo-8 calcium fluorescence, ACh EC80;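 active = inhibition above a per-plate cutoff, the mean of that plate's test compounds plus 3 SD, cut at about 27% in these data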;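 note: 0% = acetylcholine EC80 with DMSO and 100% = DMSO without agonist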
CHRM4 agonist = agonists of human muscarinic M4 receptor (CHRM4); CHO-K1 hM4/Gqi5, Fluo-8 calcium fluorescence; vehicle 0%, full acetylcholine response 100%; AID 624127; activation, % at 3 µM; hit rate 0.14% among 360,000; P08173;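 active = activation above the run mean over all test wells plus 3 SD, cut at about 32% in these data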;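 note: peak over basal fluorescence ratio per well then scaled between controls; 0% = DMSO wells and 100% = acetylcholine at EC100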
M5 PAM = CHRM5 positive allosteric modulation; CHO-K1 hM5, Fluo-8 calcium, ACh EC20 PAM; 0% = ACh EC20, 100% = ACh EC100; P08912; activation, % at 3 µM; hit rate 0.3% among 360,000;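 active = activation above the run cutoff, the mean activation of all test compounds plus 3 SD, cut at about 18% in these data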
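System: CHO-K1 cell line with stable human muscarinic M5 receptor expression | Also added: EC20 acetylcholine as agonist stimulus | Compound: One concentration, 3 µM final (nominal) | Timing: Fluo-8 loading 80 min at 37 °C plus 30 min room temperature | Measured by: Fluo-8 calcium dye fluorescence, kinetic read | Read-out basis: % activation, ACh-normalized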
TAAR1 agonist = human TAAR1 agonism; CHO RD-HGA16 TAAR1, Fluo-8 calcium fluorescence; vehicle wells 0%, saturating PEA agonist 100%; hit rate 0.99% among 360,000; activation, % at 3 µM;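 active = activation above the mean activation of all test compounds in the run plus 3 SD, cut at about 38% in these data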
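Benchmarks: low control DMSO, high control PEA (EC100); System: CHO RD-HGA16 cells carrying human TAAR1 plus Gα16; Detection: Fluo-8 fluorescence, 5 s baseline then 140 s kinetic read; Schedule: 17-24 h plating, Fluo-8 75 min 37 °C, 30 min RT; Read-out basis: % activation from peak over basal fluorescence ratio, DMSO-to-PEA scaled.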
Active calls of the source: *. A portion of the library; rates above refer to the full screens.

Fields – CHRM1 PAM	M5 ag	CHRM1 agonist	M1 antag	CHRM4 antagonist	M5 antag	CHRM4 agonist	M5 PAM	TAAR1 agonist
1) CCN1C(=O)C2(C(C#N)=C(N)Oc3n[nH]c(-c4ccccc4)c32)c2ccccc21 (stereo not drawn)
  11	0	-6	-8	6	0	0	5	0
2) COc1ccc(C(=O)N/C(=C\c2cn(S(=O)(=O)N(C)C)c3ccccc23)C(=O)N2CCOCC2)cc1
  11	0	0	-5	-4	10	8	1	6
3) CC(C)CC(=O)Nc1cccc(-c2cn3ccsc3n2)c1
  6	-1	-2	-1	-5	-2	1	-4	5
4) O=C(CN1CCCC1)N/N=C/c1c(O)ccc2ccccc12
  5	3	-4	-8	0	-3	1	10	2
5) CCOC(=O)c1c(C)[nH]c(C)c1S(=O)(=O)NCCN1CCN(c2ccccc2F)CC1
  7	-7	-10	-8	-22	-1	1	2	-2
6) CN(C)c1ccc(CNn2cnnc2SCC(=O)NC(C)(C)C)cc1
  -14	3	-2	42*	7	16	20	-17	0
7) Cc1cc(C)c2nc(SCC(=O)NNC(=O)c3ccco3)c(C)cc2c1
  -7	-1	-5	3	5	2	1	4	9
8) Cc1cc(C)cc(N(C(=O)CNC(=O)c2ccco2)C(C(=O)NC2CCCC2)c2cccnc2)c1 (stereo not drawn)
  4	-3	-1	-10	6	1	1	0	5
9) CCOc1ccc(OCC(=O)OC(C)C(=O)Nc2ccc(Cl)cn2)cc1 (stereo not drawn)
  12	-1	-1	0	-7	-2	4	1	2
10) CCOC(=O)NC(=O)C(/C=N/c1sccc1C(=O)OC)=C(\C)O
  9	1	-7	-4	-3	3	2	1	4
11) O=C(NCc1cccnc1)Nc1cccc(F)c1
  -4	2	-5	4	6	8	0	-2	8
12) O=C(NCc1ccco1)c1cccc(NC(=O)c2ccco2)c1
  2	2	-1	-10	-2	6	0	-5	0
13) Nc1ccc2c(c1)nnn2-c1ccccc1
  4	-2	-4	-30	-5	8	1	-5	0
14) COc1ccccc1NC(=O)CCS(=O)(=O)c1ccccc1
  9	-3	-5	-5	-3	3	3	-2	8
15) CSc1ccccc1NC(=O)CN(C)C(=O)CNc1ccc(C(F)(F)F)cc1[N+](=O)[O-]
  8	1	2	-12	1	4	1	0	1
16) C=CCNC(=O)N1CCCC(C(=O)c2cccc(Cl)c2)C1 (stereo not drawn)
  2	-4	-9	-10	-5	3	0	0	3
17) COc1ccc(C2CC(c3ccc4ccccc4c3OC(C)=O)=NN2C(C)=O)cc1 (stereo not drawn)
  1	1	-2	-2	0	6	10	-6	-1
18) CCCc1n[nH]c(=O)c2c1nnn2Cc1ccccc1
  9	-2	-5	-8	7	4	1	0	0
19) Cc1ccc(CNS(=O)(=O)c2c(C)nc3scc(C)n3c2=O)cc1
  7	-3	1	-2	-3	-2	1	0	1
20) Cc1noc(/C=C/N(C)C)c1S(=O)(=O)N1CCc2ccccc21
  9	1	-2	-12	-3	2	1	-6	-2

Random excerpt: 5 compounds from above, in no set order.
Fields – CHRM1 PAM	M5 ag	CHRM1 agonist	M1 antag	CHRM4 antagonist	M5 antag	CHRM4 agonist	M5 PAM	TAAR1 agonist
6) CN(C)c1ccc(CNn2cnnc2SCC(=O)NC(C)(C)C)cc1
  -14	3	-2	42*	7	16	20	-17	0
2) COc1ccc(C(=O)N/C(=C\c2cn(S(=O)(=O)N(C)C)c3ccccc23)C(=O)N2CCOCC2)cc1
  11	0	0	-5	-4	10	8	1	6
16) C=CCNC(=O)N1CCCC(C(=O)c2cccc(Cl)c2)C1 (stereo not drawn)
  2	-4	-9	-10	-5	3	0	0	3
8) Cc1cc(C)cc(N(C(=O)CNC(=O)c2ccco2)C(C(=O)NC2CCCC2)c2cccnc2)c1 (stereo not drawn)
  4	-3	-1	-10	6	1	1	0	5
1) CCN1C(=O)C2(C(C#N)=C(N)Oc3n[nH]c(-c4ccccc4)c32)c2ccccc21 (stereo not drawn)
  11	0	-6	-8	6	0	0	5	0

The main list resumes with the 3 entries that preceded the break.
Fields – CHRM1 PAM	M5 ag	CHRM1 agonist	M1 antag	CHRM4 antagonist	M5 antag	CHRM4 agonist	M5 PAM	TAAR1 agonist
18) CCCc1n[nH]c(=O)c2c1nnn2Cc1ccccc1
  9	-2	-5	-8	7	4	1	0	0
19) Cc1ccc(CNS(=O)(=O)c2c(C)nc3scc(C)n3c2=O)cc1
  7	-3	1	-2	-3	-2	1	0	1
20) Cc1noc(/C=C/N(C)C)c1S(=O)(=O)N1CCc2ccccc21
  9	1	-2	-12	-3	2	1	-6	-2
21) CCC(C)[C@H](NC(=O)CCn1nnc2ccccc2c1=O)C(=O)O (stereo partly drawn)
  1	1	-5	5	13	-2	0	-2	3
22) O=c1ccsn1Cc1ccccc1
  0	12	8	4	7	20	7	-4	44*
23) O=C(CSc1nc2c([nH]c3ccccc32)c(=O)n1-c1cccc(Cl)c1)N1CCOCC1
  7	2	0	-9	2	3	5	-9	7
24) Cc1cc(NC(=O)CCCC(=O)N(CC(=O)NCCc2ccccc2)Cc2ccc(F)cc2)no1
  9	0	-6	-11	0	3	0	1	8
25) CS/C(=C\[N+](=O)[O-])Nc1ccccc1
  2	0	-2	0	-7	-2	1	-3	-4
26) O=C(Nc1ccc(NC(=O)c2cccs2)c(Cl)c1)c1ccco1
  -4	-1	-5	4	4	3	1	-11	1
27) O=C(CN1CCN(c2ccccc2)CC1)Nc1ccc2c(c1)OCCO2
  10	0	-5	-12	-5	5	3	3	1
28) Cc1c(NC(=S)NC(=O)c2ccccc2Br)c(=O)n(-c2ccccc2)n1C
  10	-4	-7	-16	0	4	1	-2	1
29) CCCC1C(C(=O)OCC)=C(C)NC(C)=C1C(=O)OCC
  5	-7	-7	-18	-2	3	-2	4	0
30) CCC(C)[C@H]1CNCCN1CCc1cccc2ccccc12 (stereo partly drawn)
  10	-12	9	-13	-5	7	2	-15	14
31) O=C(Cc1ccccc1F)Nc1ccc(S(=O)(=O)N2CCCC2)cc1
  3	0	-6	-2	-4	5	2	4	1
32) O=C(CCNc1cc(Cl)cc(Cl)c1)c1ccco1
  -8	-4	-3	-2	3	3	0	-10	14
33) O=C(CN1CCc2ccccc2C1)Nc1ccc(OC(F)(F)F)cc1
  8	-7	-3	-6	82*	18	-1	-20	3
34) O=C(OC(c1ccccc1)c1nccc2ccccc12)c1cc([N+](=O)[O-])cc([N+](=O)[O-])c1 (stereo not drawn)
  -18	-8	-8	35*	15	24	-2	-15	4
35) CCOC(=O)C1(Cc2ccccc2C)CCCN(C(=O)c2ccc(OC)o2)C1 (stereo not drawn)
  7	-5	-2	-2	6	-2	2	5	0
36) CCOC(=O)C1(Cc2ccc(OC)cc2)CCN(C(=O)c2cccc3nccnc23)CC1
  0	0	0	-6	-4	1	1	1	0
37) COc1ccc(C(=O)Nc2nc(-c3cccs3)c(NC(C)=O)s2)cc1
  -3	-5	-2	8	-2	14	4	-13	18
38) Nc1ncnc2c1ncn2[C@@H]1O[C@H](C(=O)NS(=O)(=O)c2cccs2)[C@@H](O)[C@H]1O
  6	1	-2	-34	1	9	0	-5	0
39) COc1ccccc1NC(=O)CSc1nncn1N
  12	6	0	-1	6	-6	1	19*	5
40) Cc1c(C(=O)O)sc(S(=O)(=O)N2CCN(C(=O)Cc3ccc(F)cc3)CC2)c1C(=O)O
  12	1	-1	-5	-5	14	-1	-7	15

Shown as a hit in CHRM4 antagonist (from the list above):
entry	smiles	CHRM1 PAM	M5 ag	CHRM1 agonist	M1 antag	CHRM4 antagonist	M5 antag	CHRM4 agonist	TAAR1 agonist
33	O=C(CN1CCc2ccccc2C1)Nc1ccc(OC(F)(F)F)cc1	8	-7	-3	-6	82*	18	-1	3

(cont.)
Fields – CHRM1 PAM	M5 ag	CHRM1 agonist	M1 antag	CHRM4 antagonist	M5 antag	CHRM4 agonist	M5 PAM	TAAR1 agonist
41) CCOC(=O)c1ccccc1NC(=O)c1cn(-c2ccc(OC)cc2)c(=O)c2ccccc12
  2	-3	-6	2	9	7	3	-3	3
42) COC(=O)CN1C(=O)N(c2ccccc2)C(N(O)C(=O)Nc2ccccc2)C1(C)C (stereo not drawn)
  2	-5	-1	1	0	4	0	1	9
43) COc1nnc(-c2ccc(C)c(S(=O)(=O)NC(C)(C)CO)c2)c2ccccc12
  1	-2	-3	-7	0	8	1	-3	5
44) CCN(CC(=O)NCc1ccc(F)cc1)C(=O)COc1ccc(C)c(C)c1
  3	0	-4	2	10	-3	1	-1	-2
45) COc1cc2sc(C)nc2c2sccc12
  0	-6	-4	6	-10	-23	0	-1	16
46) O=C(NCc1ccccc1Br)C1CCCO1 (stereo not drawn)
  4	-4	-2	-4	4	8	1	-6	0
47) CN(C)c1nc(SCC(=O)Nc2ccccc2)nc(N2CCOCC2)n1
  6	0	-4	-2	-8	2	1	5	2
48) Cc1ccc(C(=O)OCC(=O)Nc2ccccc2)cc1NC(=O)c1ccco1
  2	0	-1	-1	-4	11	2	9	6
49) NN/C(=C\[N+](=O)[O-])Nc1ccccc1
  4	-2	-6	-1	6	-2	1	2	4
50) COC(=O)C(=Cc1ccc(-c2ccsc2C(=O)OC)o1)C(=O)OC
  0	3	-4	7	1	13	10	-6	1
51) CN(Cc1ccc(Cl)cc1)C(C(=O)NC1CCCCC1)c1cc2ccccc2o1 (stereo not drawn)
  -10	2	1	-8	-5	4	0	7	2
52) O=C(N/N=C/c1c[nH]c2ccccc12)c1cccc(O)c1
  4	-2	-3	-8	-5	10	2	-4	1
53) CSc1sc(C(=O)NC(=O)NCc2ccncc2)c(C)c1-c1ccon1
  0	0	-4	-1	-8	14	8	-6	5
54) O=C1N/C(=N\c2ccccn2)SC1Cc1ccc(Cl)cc1 (stereo not drawn)
  9	3	0	-14	7	3	1	0	0
55) CCCNC(=O)c1ccc(N2CCC3(CC2)CC(c2ccccc2)=NO3)c(NC(=O)c2ccccc2)c1
  -22	-1	-8	32*	5	15	11	-13	15
56) CCOC(=O)c1ccc(S(=O)(=O)Nc2cc(C(C)(C)C)no2)cc1
  7	-1	-5	-7	11	4	-1	1	2
57) CCS(=O)(=O)N1Cc2ccccc2CC1C(=O)N(C)Cc1ccc(OC)c(F)c1 (stereo not drawn)
  4	0	-1	-15	-9	9	5	-3	5
58) CCC1Sc2ccccc2N(CC(=O)NCc2ccccc2OC)C1=O (stereo not drawn)
  -2	-2	-6	1	13	0	2	3	1
